Screening data as filed in PubChem.
ATXN2 expr inh – ATXN2 expression inhibition | 360,000 tested, 0.72% active | HEK-293 ATXN2-luciferase reporter, luminescence, 24 h | Potency, µM (highest dose often 57 µM), inactives show at the top dose activity change, negative = inhibition, actives largely listed as inhibitors; note: % is set by controls: 0 for no effect and ±100 for the full control effect; nearly all actives have a fitted effect of over 55% in size
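qHTS (up to 57 uM final) was run with 24 h compound exposure of reporter cells at 37 °C. Each well was multiplexed: SteadyGlo luminescence measured ATXN2-luciferase expression after a fluorogenic Gly-Phe-AFC viability readout (25 uM final).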
KB-V1 MDR tox – kills drug-selected multidrug resistant KB-V1 cells; KB-V1 MDR cells viability, CellTiter-Glo, 72 h; Potency, µM (top dose mostly 46.1 µM), for inactives: top-dose activity change, negative = cytotoxicity, most hits filed as cytotoxic; 400,000 tested, 3.4% active; AID 1347076; note: % is set by controls: 0 for no effect and ±100 for the full control effect; nearly all actives have a fitted effect of over 60% in size
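Potencies derive from concentration-effect curves fitted to normalized luminescence (CellTiter-Glo) of KB-V1 cells treated for 72 h at 37 degrees C in phenol-red-free DMEM containing 10% FBS.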
KB-3-1 tox – KB-3-1 parental cell cytotoxicity; KB-3-1 viability, CellTiter-Glo ATP luminescence, 72 h; Potency, µM (highest dose often 46.1 µM), without a hit: top-dose activity change, negative = cytotoxic, actives largely listed as cytotoxic; 400,000 tested, 1.4% active; AID 1347075; note: % is set by controls: 0 for no effect and ±100 for the full control effect; nearly all actives have a fitted effect of over 60% in size
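Using CellTiter-Glo luminescence, growth of non-resistant KB-3-1 adenocarcinoma cells is assessed 72 h after pin-tool compound addition at 37 °C. Normalized responses across the concentration series yield fitted curves.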
SW480 rereplic – inducers of DNA re-replication in SW480 colon cancer cells; SW480 DNA re-replication, Hoechst DNA content imaging, 48 h; Potency, µM (series often up to 46.1 µM), for inactives: at the top dose re-replication activation, most hits filed as activators; 340,000 tested, 1.8% active; AID 624297; note: % of control where 0% means no effect; nearly all actives have a fitted effect of over 55% in size
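Image-based read-out: total Hoechst fluorescence of nuclei (405 nm excitation, 500-530 nm emission), with hits raising the fraction of high-intensity nuclei. SW480 colon cells incubated 48 hr with compounds at 37 C.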
MCF10A rereplic – induces DNA re-replication in MCF 10a normal breast cells | MCF 10A DNA re-replication, Hoechst nuclear intensity, 48 h | Potency, µM (doses to about 46.1 µM), without a hit: at the top dose activity, positive = re-replication, most hits filed as activators | 350,000 tested, 2.9% active | AID 624296; note: % of control where 0% means no effect; nearly all actives have a fitted effect of over 50% in size
The depositor's hits bear a star; & = joins results of further samples; ! = not confirmed by another sample; [ ] = dose if it differs, or a comment. Calls come from the whole dose curve; as a rule, active = well fitted curve in the direction sought with a large enough effect; inconclusive = small, poorly fitted or top-dose-only effect, or another doubt; inactive = no such curve, though single readings can be large; an effect the other way counts as inactive or inconclusive. Potency is the fitted concentration of half-maximal effect.

Screening CN1CC(=O)N2C(Cc3c([nH]c4ccccc34)[C@H]2c2ccc3c(c2)OCO3)C1=O (stereo not given in full) returned ATXN2 expr inh -23.5%, SW480 rereplic 0.7% and MCF10A rereplic -0.8%.
`Cc1ncc(COP(=O)(O)O)c(C=O)c1O` gave ATXN2 expr inh 11.2%, SW480 rereplic 2.7% and MCF10A rereplic 3.3%.
`CC(=O)Oc1ccc(C2(c3ccc(OC(C)=O)cc3)C(=O)Nc3ccccc32)cc1` gave ATXN2 expr inh -3.2%, SW480 rereplic 2.1%&10.5% and MCF10A rereplic 0.3%&13.7%.
`Oc1ccc(C(O)CNCCCCCCNCC(O)c2ccc(O)c(O)c2)cc1O` (stereo not given) gave ATXN2 expr inh 1.4%, SW480 rereplic -9.3% and MCF10A rereplic 0.4%.
`C[C@H](N)[C@H](O)c1cccc(O)c1` gave ATXN2 expr inh 10.4%, SW480 rereplic -8.0%[20.6 µM] and MCF10A rereplic 1.9%[20.6 µM].
CN(C)CCc1c[nH]c2ccc(Cn3cncn3)cc12 was read as ATXN2 expr inh 5.2%, SW480 rereplic -5.5% and MCF10A rereplic 1.1%.
Cc1c(C(=O)NN2CCCCC2)nn(-c2ccc(Cl)cc2Cl)c1-c1ccc(Cl)cc1 was read as ATXN2 expr inh inconclusive, SW480 rereplic 4.1% and MCF10A rereplic 13.3µM*.
CC(C)Cc1ccc(CC(=O)O)cc1 was read as ATXN2 expr inh 0.9%, SW480 rereplic 0.4% and MCF10A rereplic -1.1%.
For NC1=NCC2c3ccccc3Cc3ccccc3N12 (stereo not given) the results were ATXN2 expr inh -13.8%, SW480 rereplic 1.5% and MCF10A rereplic -3.5%.
`COc1ccc(CCN(C)CCCN2CCc3cc(OC)c(OC)cc3CC2=O)cc1OC` gave ATXN2 expr inh -3.3%, SW480 rereplic -1.7% and MCF10A rereplic -1.2%.
`Oc1cn2c(n1)Nc1ccc(Cl)c(Cl)c1C2` gave ATXN2 expr inh 6.5%[25.6 µM], SW480 rereplic 2.0% and MCF10A rereplic 0.7%.
`NC(=O)CC[C@@H](N)C(=O)O` gave ATXN2 expr inh 16.3%, SW480 rereplic -8.8% and MCF10A rereplic 1.0%.
Screening O=S1(=O)c2cccc3cccc(c23)N1CCCN1CCN(c2ccc(F)cc2)CC1 returned ATXN2 expr inh -10.2%, SW480 rereplic -3.8% and MCF10A rereplic inconclusive.
Cc1cccc(C)c1NC(=O)CC12CCCN1CCC2 was read as ATXN2 expr inh -2.1%, SW480 rereplic -1.3% and MCF10A rereplic 6.8%.
NC1CCN(c2cccc(Cl)n2)CC1 was read as ATXN2 expr inh -1.2%, SW480 rereplic -2.1% and MCF10A rereplic 1.6%.
`Cc1ccc(-c2ncc(Cl)cc2-c2ccc(S(C)(=O)=O)cc2)cn1` gave ATXN2 expr inh 10.3%, SW480 rereplic -0.7% and MCF10A rereplic 4.4%.
`Cc1ccc2c(Br)cc(Br)c(O)c2n1` gave ATXN2 expr inh 6.31µM*, SW480 rereplic -1.6% and MCF10A rereplic 18.8µM*.
Screening O=C1c2ccccc2S(=O)(=O)N1CCCCN1CCN(c2ncccn2)CC1 returned ATXN2 expr inh -0.6%, SW480 rereplic 0.2% and MCF10A rereplic 0.3%.
For O=C(C1CCCCC1)N1CC(=O)N2CCc3ccccc3C2C1 (stereo not given) the results were ATXN2 expr inh 6.7%&-6.7%, SW480 rereplic -17.1% and MCF10A rereplic 9.5%.
`COc1cc(OC)cc(OC)c1` gave ATXN2 expr inh 9.8%, SW480 rereplic -0.9% and MCF10A rereplic 0.9%.
Screening CCCCCCCCCCCCSCCOCCO returned ATXN2 expr inh -1.7%, SW480 rereplic -9.1% and MCF10A rereplic 12.5%.
Screening CN(CCCN1c2ccccc2CCc2ccccc21)CC(=O)c1ccc(Cl)cc1 returned ATXN2 expr inh -1.7%, SW480 rereplic inconclusive and MCF10A rereplic 33.5µM*.
Screening Clc1cccc(Cl)c1NC1=NCCN1 returned ATXN2 expr inh 10.0%&13.6%, SW480 rereplic -9.5% and MCF10A rereplic 0.4%[0.843 µM].
`COc1cc(C(=O)N2CCCCCCC2)cc(OC)c1OC` gave ATXN2 expr inh 12.4%, SW480 rereplic -6.6% and MCF10A rereplic 1.2%.

Two entries drawn at random from those above:
Screening CN(CCCN1c2ccccc2CCc2ccccc21)CC(=O)c1ccc(Cl)cc1 returned ATXN2 expr inh -1.7%, SW480 rereplic inconclusive and MCF10A rereplic 33.5µM*.
`COc1cc(C(=O)N2CCCCCCC2)cc(OC)c1OC` gave ATXN2 expr inh 12.4%, SW480 rereplic -6.6% and MCF10A rereplic 1.2%.

Next records follow.
O=c1[nH]cnc2nc[nH]c12 was read as ATXN2 expr inh 12.6%, SW480 rereplic -0.5% and MCF10A rereplic 0.5%.
`COc1nc(N)nc2c1ncn2[C@@H]1O[C@H](CO)[C@@H](O)[C@@H]1O` gave ATXN2 expr inh -15.8%&-9.7%, SW480 rereplic -2.1% and MCF10A rereplic 1.5%.
`Cc1cc(C)c(NC(=O)CN(CC(=O)O)CC(=O)O)c(C)c1Br` gave ATXN2 expr inh -9.4%, SW480 rereplic -0.3% and MCF10A rereplic 2.7%.
For O=c1cc(CO)occ1O the results were ATXN2 expr inh -0.1%, SW480 rereplic 1.1% and MCF10A rereplic 1.7%.
For CC(C)(C)C(=O)OCOP(=O)(COCCn1cnc2c(N)ncnc21)OCOC(=O)C(C)(C)C the results were ATXN2 expr inh 3.55µM*!, SW480 rereplic 15.5% and MCF10A rereplic 8.2%.
`Nc1ccc(S(=O)(=O)Nc2ccccc2)cc1` gave ATXN2 expr inh 7.2%, SW480 rereplic 12.9% and MCF10A rereplic 0.7%.
For CC(O)CN(CCN(CC(C)O)CC(C)O)CC(C)O (stereo not given) the results were ATXN2 expr inh 18.2%, SW480 rereplic -5.6% and MCF10A rereplic 1.3%.
For CCCCCCCCCCCCCC[N+](C)(C)C the results were ATXN2 expr inh 22.4µM*, SW480 rereplic inconclusive and MCF10A rereplic 45.7%.
For Cc1cc2c(OCC(CNC(C)(C)C)OC(=O)c3ccccc3)cccc2[nH]1 (stereo not given) the results were ATXN2 expr inh -0.8%, SW480 rereplic -1.7% and MCF10A rereplic 2.8%.
Screening Cc1cc(=O)c2c(O)c3c(O)cc(=O)c4c3c3c(cc(O)c1c23)C(C)(C)C=4O returned ATXN2 expr inh 27.3µM*!, SW480 rereplic inconclusive and MCF10A rereplic inconclusive.
CCc1oc2ccccc2c1C(=O)c1cc(I)c(O)c(I)c1 was read as ATXN2 expr inh 5.1%, SW480 rereplic 7.9% and MCF10A rereplic 3.76µM*.
CC1=C(C(=O)OC(C)C)C(c2cccc([N+](=O)[O-])c2)C(C(=O)OC2CN(C(c3ccccc3)c3ccccc3)C2)=C(N)N1 (stereo not given) was read as ATXN2 expr inh 31.6µM*, SW480 rereplic inconclusive and MCF10A rereplic 21.1µM*.

Five successive entries already listed, quoted:
For CCCCCCCCCCCCCC[N+](C)(C)C the results were ATXN2 expr inh 22.4µM*, SW480 rereplic inconclusive and MCF10A rereplic 45.7%.
For Cc1cc2c(OCC(CNC(C)(C)C)OC(=O)c3ccccc3)cccc2[nH]1 (stereo not given) the results were ATXN2 expr inh -0.8%, SW480 rereplic -1.7% and MCF10A rereplic 2.8%.
Screening Cc1cc(=O)c2c(O)c3c(O)cc(=O)c4c3c3c(cc(O)c1c23)C(C)(C)C=4O returned ATXN2 expr inh 27.3µM*!, SW480 rereplic inconclusive and MCF10A rereplic inconclusive.
CCc1oc2ccccc2c1C(=O)c1cc(I)c(O)c(I)c1 was read as ATXN2 expr inh 5.1%, SW480 rereplic 7.9% and MCF10A rereplic 3.76µM*.
CC1=C(C(=O)OC(C)C)C(c2cccc([N+](=O)[O-])c2)C(C(=O)OC2CN(C(c3ccccc3)c3ccccc3)C2)=C(N)N1 (stereo not given) was read as ATXN2 expr inh 31.6µM*, SW480 rereplic inconclusive and MCF10A rereplic 21.1µM*.

(listing goes on)
For Nc1nc2c(c(=O)[nH]1)N(C=O)[C@H](CNc1ccc(C(=O)N[C@@H](CCC(=O)O)C(=O)O)cc1)CN2 the results were ATXN2 expr inh 5.4%, SW480 rereplic inconclusive and MCF10A rereplic -2.3%[20.6 µM].
For C[N+](C)(C)CC[N+]1(C)Cc2c(Cl)c(Cl)c(Cl)c(Cl)c2C1 the results were ATXN2 expr inh 11.3%, SW480 rereplic 2.9% and MCF10A rereplic 8.3%.
`CC1(CN2CCC(n3c(=O)[nH]c4ccccc43)CC2)OCc2ccccc2-n2cccc21` (stereo not given) gave ATXN2 expr inh inconclusive, SW480 rereplic 10.2% and MCF10A rereplic inconclusive.
`Cc1ccc(O)c2ncccc12` gave ATXN2 expr inh 15.8µM*, SW480 rereplic inconclusive and MCF10A rereplic inconclusive.
`O[C@@H]1CO[C@H]2[C@@H]1OC[C@@H]2O` gave ATXN2 expr inh 4.0%, SW480 rereplic -6.0% and MCF10A rereplic -2.9%.
CC(=O)OCC(CCn1cnc2cnc(N)nc21)COC(C)=O was read as ATXN2 expr inh 0.2%&6.5%, SW480 rereplic -4.7% and MCF10A rereplic -1.5%.
Screening Nc1c2c(nc3c1CCC3)CCCC2 returned ATXN2 expr inh -1.6%, SW480 rereplic -0.6% and MCF10A rereplic 9.0%.
`O=S1(=O)OC(c2ccc(O)cc2)(c2ccc(O)cc2)c2ccccc21` gave ATXN2 expr inh 5.6%, SW480 rereplic -5.4% and MCF10A rereplic 5.0%.
`CC(=O)N[C@@H](Cc1ccc(O)cc1)C(=O)O` gave ATXN2 expr inh -0.2%, SW480 rereplic -3.2% and MCF10A rereplic -0.8%.
Screening CC(C)c1c(C(=O)Nc2ccccc2)c(-c2ccccc2)c(-c2ccc(F)cc2)n1CC[C@@H](O)C[C@@H](O)CC(=O)O returned ATXN2 expr inh -11.0%, SW480 rereplic inconclusive and MCF10A rereplic 6.7%.
CCCCn1c(CN2CCN(c3ccc(OC)cc3)CC2)nc2c1c(=O)[nH]c(=O)n2C was read as ATXN2 expr inh -29.6%, KB-V1 MDR tox 3.2% and KB-3-1 tox -11.6%.
For Cc1c(C(=O)N2CCC(c3nc4ccccc4s3)CC2)oc2cc(Br)ccc12 the results were ATXN2 expr inh -9.5%, KB-V1 MDR tox 2.2% and KB-3-1 tox inconclusive.
For CCOC(=O)Cc1c(C)nc2c(-c3ccc(OC)c(OC)c3)c(C)nn2c1C the results were ATXN2 expr inh -15.0%, KB-V1 MDR tox inconclusive and KB-3-1 tox 4.7%.
COc1ccc(-n2c(=O)c3c4c(sc3n(Cc3ccccc3)c2=O)CN(C(C)=O)CC4)cc1OC was read as ATXN2 expr inh -15.3%, KB-V1 MDR tox -12.6% and KB-3-1 tox 3.6%.

Not all compounds are listed; count on the stated rates, not on these rows.
